AMA1 RON2 block – inhibitors of Plasmodium falciparum AMA1-RON2 interaction. AlphaScreen AMA1-biotinylated RON2 peptide binding. Potency, µM (top dose mostly 58.2 µM), without a hit: top-dose activity change, negative = inhibition, most hits filed as inhibitors. 0.2% of 360,000 active. AID 720542;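 also: potency is read from the fitted curve at half-maximal effect; 0% = vehicle wells and -100% = peptide control; nearly all actives have a fitted effect of over 45% in size; some results filed as inactive show a strong effect at the top dose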
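AMA1 (3D7) with his tag at 25 nM final met compounds first, then biotinylated RON2 peptide at 25 nM; detection used donor plus acceptor beads, 10 µg/mL apiece, read by AlphaScreen after 30 min at room temperature.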
HCV inhibitor – blocks hepatitis C virus. Huh7.5.1 HCVcc-Cre infection, luciferase reporter, 44 h. Potency, µM (doses to about 41.8 µM), for the others: at the top dose activity change, negative = inhibition, most hits filed as inhibitors. 3.4% of 340,000 active. AID 651820; also: potency is read from the fitted curve at half-maximal effect
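Infectious HCVcc-Cre (~0.5 moi) was added to cells just after compound, with cells seeded 4 h earlier at 1,000 per well. Luciferase activity after 44 h culture reported infection; substrate was incubated 15 min at room temperature before reading.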
Sm TGR block – blocks Schistosoma mansoni thioredoxin glutathione reductase; Q962Y6; purified TGR, DTNB reduction, TNB absorbance 405 nm; Potency, µM (titrated, usually from 114 µM), for the others: top-dose activity change, negative = inhibition, most hits filed as inhibitors; 3% of 360,000 active; AID 485364; also: potency is read from the fitted curve at half-maximal effect; nearly all actives have a fitted effect of over 60% in size
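Kinetic colorimetric format: TGR-catalysed, NADPH-driven DTNB reduction monitored via TNB absorbance. Enzyme dispensed at 20 nM; compound exposure 15 min at room temperature before reaction start.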
AmpC detergent – AmpC beta-lactamase inhibition with detergent present | P00811 | AmpC hydrolysis of nitrocefin, absorbance 480 nm, 0.01% Triton | Potency, µM (series often up to 114 µM), without a hit: at the highest dose activity change, negative = inhibition, hits mostly inhibitors | 0.041% of 370,000 active;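 also: potency is read from the fitted curve at half-maximal effect; 0% = no-compound wells and -100% = no-enzyme wells; nearly all actives have a fitted effect of over 25% in size; some results filed as inactive show a strong effect at the top dose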
Target sequence (P00811 whole entry, looked up): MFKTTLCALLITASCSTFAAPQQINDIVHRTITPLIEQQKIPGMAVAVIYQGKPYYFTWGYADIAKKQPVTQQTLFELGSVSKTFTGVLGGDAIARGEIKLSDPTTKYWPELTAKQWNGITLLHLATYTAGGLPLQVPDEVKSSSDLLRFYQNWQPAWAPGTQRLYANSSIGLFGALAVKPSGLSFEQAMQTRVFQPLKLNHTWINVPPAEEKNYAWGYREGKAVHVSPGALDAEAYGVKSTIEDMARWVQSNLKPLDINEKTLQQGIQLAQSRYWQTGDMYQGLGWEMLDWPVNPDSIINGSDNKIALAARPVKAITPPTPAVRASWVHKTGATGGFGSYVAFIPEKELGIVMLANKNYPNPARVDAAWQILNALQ
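20 mM phosphate pH 7.0 + 0.01% (detergent screen) or 0.0001% Triton X-100; 5.3 nM AmpC reagent; cpd preinc 15 min RT; nitrocefin (800 uM stock) to start; A480 q20 s × 4 min; Activity was normalised to no-enzyme and no-compound control wells.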
HCMV antiviral – inhibitors of human cytomegalovirus; HFF cells, HCMV-luciferase reporter, 72 h; active compounds read low; activity change, negative = inhibition, % at 57.5 µM; 4.5% of 410,000 active; AID 1259415; in the data active = activity change below about -60%; inconclusive = no clear call, values can overlap the other calls; inactive = above about -39%
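Two-dose cell screen: HFF monolayers treated with compounds and infected with luciferase-expressing HCMV at 1 PFU/cell, 72 h at 37C, then lysed for luciferase measurement.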
FBPA Giardia inh – blocks Giardia fructose-bisphosphate aldolase activity | A8B2U2 | purified Giardia FBPA | Potency, µM (doses to about 59.6 µM), for inactives: top-dose activity, negative = inhibition, actives largely listed as inhibitors | 0.71% of 290,000 active; also: potency is read from the fitted curve at half-maximal effect; nearly all actives have a fitted effect of over 55% in size
Target sequence (A8B2U2 whole entry, looked up): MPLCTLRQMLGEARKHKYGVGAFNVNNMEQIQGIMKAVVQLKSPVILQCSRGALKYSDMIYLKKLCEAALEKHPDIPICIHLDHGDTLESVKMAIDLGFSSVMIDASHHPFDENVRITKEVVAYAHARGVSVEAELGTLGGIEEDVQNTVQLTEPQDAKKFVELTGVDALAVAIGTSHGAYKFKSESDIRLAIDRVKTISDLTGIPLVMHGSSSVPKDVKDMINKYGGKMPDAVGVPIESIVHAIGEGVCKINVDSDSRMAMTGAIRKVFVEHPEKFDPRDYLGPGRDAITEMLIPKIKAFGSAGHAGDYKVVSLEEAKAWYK
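Giardia FBPA (40 nM reagent) was preincubated 10 min at RT with compound (up to 57.5 uM final), then substrate plus GAPDH/TPI/NAD/arsenate coupling system with diaphorase/resazurin was added; resorufin fluorescence (525/598 nm) was read after 20 min.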
* hit, by the source's call; u = inconclusive; x = no result given; & = joins results of further samples; [ ] = dose if it differs, or a comment. Unless noted, calls follow the shape of the dose curve; as a rule, active = well fitted curve in the direction sought with a large enough effect; inconclusive = small, poorly fitted or top-dose-only effect, or another doubt; inactive = no such curve, though single readings can be large; an effect the other way counts as inactive or inconclusive. Unless noted, % is scaled to controls: 0 for no effect and ±100 for the full control effect.

SMILES	AMA1 RON2 block	HCV inhibitor	Sm TGR block	AmpC detergent	HCMV antiviral	FBPA Giardia inh
CC(Cc1ccccc1)C(=O)NCCO (configuration not stated)	5.0%	12.2%	-9.6%	u	-7.3	6.1%&0.5%
CS(=O)(=O)N(CC(=O)N1CCOCC1)c1ccc2c3c(cccc13)CC2	11.3%	0.2%	5.7%	-3.4%	15.0	-5.7%
COc1ccccc1CN(Cc1ccco1)c1cnc(S(C)(=O)=O)nc1C(=O)Nc1cc(C)ccc1C	x	x	1.0%	4.8%	-7.1	x
Cc1cc2nc(N=C(N)N)nc(C)c2cc1C	-10.7%	u	1.5%	u	-99.1*	-3.5%
Cc1nn(Cc2c(Cl)cccc2Cl)c(C)c1NC(=O)c1cn(-c2ccccc2)nc1-c1ccccc1	4.8%	6.1%	-4.4%	0.5%	x	0.6%
COc1ccc(C(=O)Nc2cc(Cl)ccc2Cl)c(OC)n1	0.8%	19.5%	5.9%	1.1%	x	7.9%
CC(=O)Nc1ccc(NC(=O)CS(=O)(=O)Cc2ccccc2)cc1	7.8%	x	u	3.3%	3.6	x
Cc1ccc2cc(/C=N/NC(=O)[C@H]3C[C@@H]3c3ccccc3)c(Cl)nc2c1	16.6%	11.9%	2.4%	u	14.0	9.3%
O=C(O)c1nn(CC(=O)N2CCC(Cc3ccccc3)CC2)c(=O)c2ccccc12	2.6%	21.2%	2.0%	-1.5%	-24.2	1.7%
CCc1ccccc1N(CC(=O)NCc1ccco1)C(=O)c1snc(C(N)=O)c1N	-2.2%	-4.7%	u	u	-3.6	2.9%
CC(C)C(NC(=O)c1ccccc1F)C(=O)NCC(c1ccco1)N1CCCCC1 (configuration not stated)	7.7%	0.1%	x	x	-63.7*	x
COc1ccc(OC)c(CCNC(=O)CN2C(=O)CC(C)(C)S(=O)(=O)c3ccccc32)c1	31.1%[activator]	11.9%	-8.7%	u	-29.8	-0.6%
CCOc1ccccc1N1Cc2ccccc2C1	-0.9%	-26.7%	12.6µM*	-9.7%	31.6	-9.6%
O=C(NCc1ccco1)c1ccc(CS(=O)(=O)c2cccc(C(F)(F)F)c2)o1	-0.9%	9.8%	u	-5.9%	33.2	2.4%
Cc1[nH]c(C)c(S(=O)(=O)N(Cc2ccccc2)C(C)(C)C)c1C(=O)N1CCCC1	-1.9%	-15.1%	-17.0%	u	-24.8	7.6%

Four successive records out of the list so far, for reference:
SMILES	AMA1 RON2 block	HCV inhibitor	Sm TGR block	AmpC detergent	HCMV antiviral	FBPA Giardia inh
Cc1nn(Cc2c(Cl)cccc2Cl)c(C)c1NC(=O)c1cn(-c2ccccc2)nc1-c1ccccc1	4.8%	6.1%	-4.4%	0.5%	x	0.6%
COc1ccc(C(=O)Nc2cc(Cl)ccc2Cl)c(OC)n1	0.8%	19.5%	5.9%	1.1%	x	7.9%
CC(=O)Nc1ccc(NC(=O)CS(=O)(=O)Cc2ccccc2)cc1	7.8%	x	u	3.3%	3.6	x
Cc1ccc2cc(/C=N/NC(=O)[C@H]3C[C@@H]3c3ccccc3)c(Cl)nc2c1	16.6%	11.9%	2.4%	u	14.0	9.3%

Remaining list, next part.
SMILES	AMA1 RON2 block	HCV inhibitor	Sm TGR block	AmpC detergent	HCMV antiviral	FBPA Giardia inh
Cc1ccc(C2CCN(C(=S)Nc3cccc(C)c3)C2)cc1 (configuration not stated)	19.7%	u	5.0%	8.2%	u	-0.1%
Cc1ccc(Nc2nc(C)cc(C)c2C(N)=O)c(C)c1	-5.4%	-2.0%	5.3%	14.7%	26.1	-6.5%
CCOc1ccc(C(=O)Nc2cccc3ncccc23)cc1Cl	0.6%	u	59.8%[activator]	-4.3%	-10.5	1.9%
CCOC(=O)c1ccccc1NC(=O)COC(=O)C(Cc1c[nH]c2ccccc12)NC(C)=O (configuration not stated)	-9.0%	17.0%	-1.5%	-12.3%	-7.2	x
CCOc1ccccc1NC(=O)CSc1ccc(-c2sc(C)nc2C)nn1	-7.6%	u	-2.1%	2.1%	u	x
CCCCCCCn1c(=N)n(CC(=O)c2ccco2)c2ccccc21	-4.7%	u	-17.2%	0.7%	-8.2	3.1%
C/C(=N\NC(=O)Cc1ccc(F)cc1)c1ccc(F)cc1	-21.7%	-5.0%	0.5%	u	x	9.5%
CCN(CC(=O)Nc1c(F)cccc1F)C(=O)c1ccc(N2CCCCC2)c([N+](=O)[O-])c1	10.4%	x	-0.1%	6.5%	-20.2	x
N=c1c(C(=O)NCCN2CCOCC2)cc2c(=O)n3ccccc3nc2n1Cc1ccc(F)cc1	51.0%[activator]	u	-13.6%	-1.2%	-26.6	x
COc1cc(C2=NOC(C(=O)N3CCCc4ccccc43)C2)cc(OC)c1OC (configuration not stated)	0.7%	2µM*	-0.6%	-3.6%	102.2	13.0%
Cc1cccc(OCCNC(=O)c2ccc(Cl)c(S(=O)(=O)NCc3cccnc3)c2)c1	5.7%	u	-8.5%	8.0%	8.2	x
COc1ccc(C(C)C)cc1S(=O)(=O)Nc1ccc(Cl)cn1	7.6%	14.4%	-0.8%	-8.8%	45.7	-2.2%
Cc1cccc(N2CCN(C(c3ccccc3)c3nnnn3C(C)(C)C)CC2)c1C (configuration not stated)	-2.7%	1.9%	-2.0%	-5.2%	-39.9	-1.2%
Cc1cc(C)c2c(CC(=O)NCCc3ccccc3)coc2c1	6.2%	-18.0%	-8.9%	u	-32.7	-4.8%
CCOc1ccc(-c2nc(Cn3c(=O)cc(-c4ccccc4)c4c(C)nn(C)c43)c(C)o2)cc1OC	x	x	6.2%	12.3%	13.5	x
Cc1cc(C(=O)N2CCN(Cc3ccc4c(c3)OCO4)CC2)cs1	0.6%	0.8%	0.9%	-9.1%	-3.8	-2.5%
CC(=O)NS(=O)(=O)c1ccc(NC(=S)NC(=O)C(C)C)cc1	-10.0%	-1.8%	-31.6%	u	-3.0	7.1%
Cc1cc(OCCCC(=O)N2CCCCC2)cc(C)c1Cl	7.1%	u	2.6%	-1.1%	26.2	2.9%
CCCSc1n[nH]c(NC(C)=O)n1	0.2%	-0.8%	0.0%	u	30.0	-13.1%
c1ccc2c(c1)ncn2Cc1nnc2sc(-c3ccncc3)nn12	-6.2%	0.0%	4.6%	0.2%	28.6	-8.2%
COc1ccc(C2C(CC(=O)O)=C(O)C(=O)N2c2ccccc2)cc1 (configuration not stated)	5.0%	11.3%	u	-8.4%	17.6	-2.1%[12.9 µM]
O=C(CSc1ncnc2ccccc12)NCCc1ccccc1	-2.2%	0.8%	-3.3%	7.2%	-28.0	1.5%
O=C(Cn1cc(C(F)(F)F)ccc1=O)NC1CCCC1	-6.1%	-11.6%	-22.2%	-8.4%	-10.4	x
Cc1nc(=O)c(-c2ccccc2)c(C)n1-c1ccc(Br)cc1	-8.3%	-3.3%	-1.1%	1.9%	-37.0	7.4%
COc1cc(S(=O)(=O)Nc2ccc(C)cc2)ccc1N=Cc1c(C)c(C#N)c(=O)n(C)c1O	0.1%	-29.6%	5.1%	-7.8%	13.4	-21.5%
CCCCNc1c([N+](=O)[O-])c(=O)n(C)c2ccccc12	-1.6%	-15.1%	11.8%	4.7%	-1.1	0.6%
Cc1cccc(NC(=O)c2cc([N+](=O)[O-])ccc2NCC2CCCO2)n1 (configuration not stated)	-17.3%	-9.1%	1.6%	u	41.7	-7.6%
COc1ccc(OC)c(-c2cc(C(=O)Nc3ccc(F)cc3F)no2)c1	0.6%	2.9%	1.7%	-7.4%	12.0	0.6%
CC(=O)Nc1ccc(C(=O)NNC(=O)c2cccc(C)c2)cc1	20.1%	21.0%	13.5%	-9.5%	54.3	-2.2%
NC(=O)CSc1nnc(-c2cccnc2)n1CCc1ccccc1	0.2%	15.7%	9.6%	-12.3%	3.0	11.9%
Cc1cc2[nH]c(=O)c(=O)[nH]c2cc1S(=O)(=O)N1CCN(c2ccccc2)CC1	0.0%	29.5%	0.9%&6.3%	-5.0%&14.0%	12.6&18.5	-0.2%
CCOC(=O)c1sc(-c2ccccc2)cc1NC(=O)c1ccc(S(=O)(=O)N(CCOC)CCOC)cc1	8.4%	37.9%[activator]	-3.1%	-10.9%	45.2	2.2%
C=CCN(CC=C)CCCOc1ccccc1C(=O)OC	5.4%	-1.8%	-1.3%	-0.6%	-17.5	-27.8%
CCCCNC(=O)c1ccccc1NC(=O)c1ccccc1N(C)S(C)(=O)=O	11.4%	-23.2%	-2.4%	-9.1%	55.5	-4.8%
Cc1nnc(SCc2nc3ccccc3c(=O)n2-c2ccccc2Cl)n1N	5.5%	0.5%	56.2µM*	-14.7%	-8.4	-23.9%
O=C(Nc1ccccn1)C1CCN(C(=O)Nc2ccccc2)CC1	-4.3%	-6.5%	1.2%	u	-9.9	x
Cn1c(=O)oc2cc(S(=O)(=O)Nc3ccc(F)cc3)ccc21	-10.4%	1.8%	-5.8%	2.8%	-26.4	9.5%
COc1ccc(N2CCN(C(=O)CCCC(=O)c3ccccc3)CC2)cc1	-20.2%	-3.4%	2.9%	u	4.3	-2.3%
Cc1cc(C)nc(NC(=O)CSc2nn(C)c(=S)s2)n1	14.3%	-1.5%	-1.8%	-1.3%	26.9	0.7%
Cc1ccc(Cl)cc1NC(=O)C1CCCN(S(C)(=O)=O)C1 (configuration not stated)	-4.7%	6.8%	2.1%	-0.9%	6.5	0.2%
Cn1c(=O)c2nc3ccccc3nc2n(C)c1=O	4.9%	-5.8%	-7.9%	-8.6%	101.3	-5.8%
O=C(NCCCNC(=O)c1cccnc1)c1ccc(Cl)cc1	-19.5%	10.5%	-8.7%	-4.0%	-14.4	4.1%
CCC(=O)Nc1ccc(NC(=O)c2ccc3c(c2)OCO3)cc1	1.9%	-5.8%	-4.8%	-3.0%	-25.2	6.1%
COc1ccc(OC)c(S(=O)(=O)NCCS(=O)(=O)N2CCN(c3ccccc3)CC2)c1	-14.3%	-2.5%	6.4%&-2.3%	7.3%&-4.1%	-12.3&-2.1	-9.5%
O=C(CSc1nnc(CNc2ccc(F)cc2)n1-c1ccccc1)N1CCOCC1	19.0%	11.6%	-20.8%	-15.2%	-23.8	4.7%

Look-ups from the entries so far.
`Cn1c(=O)c2nc3ccccc3nc2n(C)c1=O` – HCV inhibitor = -5.8%
`Cc1cc(C)nc(NC(=O)CSc2nn(C)c(=S)s2)n1` – FBPA Giardia inh = 0.7%
`C=CCN(CC=C)CCCOc1ccccc1C(=O)OC` – FBPA Giardia inh = -27.8%
`O=C(Nc1ccccn1)C1CCN(C(=O)Nc2ccccc2)CC1` – HCV inhibitor = -6.5%

Two records picked at random from the list so far, as already listed:
SMILES	AMA1 RON2 block	HCV inhibitor	Sm TGR block	AmpC detergent	HCMV antiviral	FBPA Giardia inh
O=C(CSc1ncnc2ccccc12)NCCc1ccccc1	-2.2%	0.8%	-3.3%	7.2%	-28.0	1.5%
CCOc1ccc(-c2nc(Cn3c(=O)cc(-c4ccccc4)c4c(C)nn(C)c43)c(C)o2)cc1OC	x	x	6.2%	12.3%	13.5	x

Not a hit list; 9.3% or so of the library scored in one or more.
